# UGM FP inh: M. tuberculosis UGM enzyme inhibitors, primary screen, biochemical, fluorescence polarization, single point | AID 504406, 2011 | 320,000 compounds, 0.06% hits | inhibition, % at 10 µM | purified UGM, fluorescence polarization probe displacement; in the data active means inhibition above about 10%, passing the limit was not always enough; inconclusive means no clear call, values can overlap the other calls
# BoNT F protease: BoNT/F light chain protease inhibitors, primary screen, biochemical, flow cytometry, MLPCN library; Multiplex microsphere protease cleavage assay; 360,000 compounds, 0.22% hits; AID 588497, 2011; inhibition, % at 10 µM; in the data active means inhibition above about 35%, passing the limit was not always enough; inconclusive means no clear call, values can overlap the other calls; further: plate controls were buffer without enzyme for full effect and enzyme alone for no effect
# MazF activator: activators of E. coli MazEF toxin-antitoxin RNase, primary screen, biochemical, fluorescence, uHTS; Endoribonuclease toxin MazF (Escherichia coli (strain K12)), P0AE70; FAM/BHQ RNA-DNA oligo cleavage fluorescence, 5 h; activation, % at 20 µM; 350,000 compounds, 0.32% hits; in the data active means activation above about 50%
# Target sequence (P0AE70 whole entry, looked up): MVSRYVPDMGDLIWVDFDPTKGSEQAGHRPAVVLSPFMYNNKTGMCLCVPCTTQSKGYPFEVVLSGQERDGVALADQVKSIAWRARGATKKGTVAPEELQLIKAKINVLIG
# FBA Mtb inh: Mtb FBA enzyme inhibitors, primary screen, biochemical, fluorescence, strain H37Rv; 360,000 compounds, 2.3% hits; inhibition, % at 1 µM; purified M. tuberculosis FBA, fluorescence read-out; AID 588726, 2011; Fructose-bisphosphate aldolase (Mycobacterium tuberculosis (strain ATCC 25618 / H37Rv)), …; in the data active means inhibition above about 27%;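 further: 0% = vehicle and 100% = reference inhibitor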
# Target sequence (P9WQA3 whole entry, looked up): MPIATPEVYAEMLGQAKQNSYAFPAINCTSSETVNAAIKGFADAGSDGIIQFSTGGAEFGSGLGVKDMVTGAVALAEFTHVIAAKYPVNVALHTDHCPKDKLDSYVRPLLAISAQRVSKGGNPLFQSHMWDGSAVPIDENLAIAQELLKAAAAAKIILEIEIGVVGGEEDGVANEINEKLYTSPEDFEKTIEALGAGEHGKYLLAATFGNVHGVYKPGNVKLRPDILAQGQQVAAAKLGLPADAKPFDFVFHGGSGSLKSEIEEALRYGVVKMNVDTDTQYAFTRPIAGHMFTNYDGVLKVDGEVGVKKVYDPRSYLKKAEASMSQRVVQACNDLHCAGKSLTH
# PrPC TRFRET: inhibitors of human cell surface prion protein PrPC, primary screen, cell-based, TR-FRET | TR-FRET read-out | 370,000 compounds, 0.43% hits | inhibition, % at 13.8 µM | Major prion protein (Homo sapiens), P04156; in the data active means inhibition above about 24%; further: 0% = median of the test wells and 100% = reference compound wells
# FadD28 binding: inhibitors of FadD28 bisubstrate probe binding, primary screen, biochemical, fluorescence polarization, single point | inhibition, % at 12.5 µM | 360,000 compounds, 0.22% hits | Mycobacterium tuberculosis FadD28 fatty-acid-AMP ligase; in the data active means inhibition above about 8.5%, passing the limit was not always enough; inconclusive means no clear call, values can overlap the other calls
# Mtb BioA inh: M. tuberculosis BioA enzyme inhibitors, primary screen, biochemical, plate reader, single point, HTS | AID 602481, 2012 | 360,000 compounds, 0.096% hits | 7,8-diaminopelargonic acid synthase BioA (Mycobacterium tuberculosis) | inhibition, % at 9.99 µM | purified M. tuberculosis BioA enzyme; in the data active means inhibition above about 40%; inconclusive means no clear call, values can overlap the other calls
# GDH-TPI inh: GDH-TPI coupling enzyme inhibitors, primary screen, artefact control for M. tuberculosis FBA inhibitor project, biochemical, absorbance, full deck; inhibition, % at 4.8 µM; GDH-TPI coupled enzyme counterscreen, NADH absorbance; 360,000 compounds, 1.2% hits; in the data active means inhibition above about 30%;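 further: 0% = DMSO wells and 100% = wells lacking the enzyme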
# Rv3671c inh: Rv3671c serine protease inhibitors, primary screen, biochemical, fluorescence polarization, M. tuberculosis H37Rv. inhibition, % at 5.96 µM. 320,000 compounds, 0.048% hits. AID 2606, 2010; in the data active means inhibition above about 38%;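 further: extracellular domain of Rv3671c used as enzyme; 0% = enzyme with DMSO and 100% = no enzyme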
# Target sequence (P9WHR9 whole entry, looked up, the tested form may be a part): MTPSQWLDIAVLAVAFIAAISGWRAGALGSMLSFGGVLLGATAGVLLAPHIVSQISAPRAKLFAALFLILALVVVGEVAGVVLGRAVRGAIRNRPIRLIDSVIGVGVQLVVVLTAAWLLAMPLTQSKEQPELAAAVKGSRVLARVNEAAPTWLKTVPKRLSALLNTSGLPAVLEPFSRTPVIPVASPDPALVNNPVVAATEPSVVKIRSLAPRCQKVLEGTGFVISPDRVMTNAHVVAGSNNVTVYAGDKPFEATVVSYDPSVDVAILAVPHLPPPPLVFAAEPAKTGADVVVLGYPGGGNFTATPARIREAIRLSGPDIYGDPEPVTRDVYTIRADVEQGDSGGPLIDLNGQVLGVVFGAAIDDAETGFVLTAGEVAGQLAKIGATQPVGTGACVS
# The depositor's hits bear a star; u = inconclusive; x = no result given.
SMILES,UGM FP inh,BoNT F protease,MazF activator,FBA Mtb inh,PrPC TRFRET,FadD28 binding,Mtb BioA inh,GDH-TPI inh,Rv3671c inh
C=C[C@@]1(C)CC(=O)[C@]2(O)[C@@]3(C)[C@@H](O)CCC(C)(C)[C@@H]3[C@H](O)[C@H](OC(C)=O)[C@@]2(C)O1,3.0,0,8,1,34*,-1.1,-0.4,2,-4
CC(=O)NC(C)C12CC3CC(CC(C(=O)O)(C3)C1)C2 (stereo not given),-2.0,0,8,5,7,-0.7,0.1,2,4
O=C(CN1C(=O)NC2(CCCCC2)C1=O)NNC(=O)C1CC1,0.5,x,-16,8,-5,-0.1,0.1,8,3
CCc1ccccc1NC(=O)CC1S/C(=N\c2nccs2)N(CC)C1=O (stereo not given),-0.4,0,-2,2,-3,-1.6,-1.6,13,-6
O=C(CN1C(=O)NC2(CCCCCC2)C1=O)Nc1ccc(Cl)cc1Cl,0.0,1,3,1,-8,0.0,2.7,1,-6
CNC(=S)Nn1cnc2ccccc21,-0.8,-3,0,-4,6,-1.9,0.6,6,1
Cc1ccc(-c2[nH]ncc2/C=C(\C#N)C(=O)NC2CCCCC2)cc1,2.1,-2,7,-16,12,-5.4,0.4,10,-12
c1ccc(-c2noc(COc3ccc4c(c3)OCO4)n2)cc1,1.6,8,-13,3,-3,0.2,-2.5,0,-5
C=CCn1c(SCC(=O)N(C)CC(=O)Nc2ccc(C)cc2)nnc1-c1ccncc1,2.2,1,9,-3,0,-3.3,2.1,15,-2
COc1ccc(-c2csc(/C(C#N)=C/Nc3cc4oc5ccccc5c4cc3OC)n2)cc1,-1.7,-1,-72,0,-2,-4.3,x,7,4
Cc1cc2cc(CNC(=S)Nc3ccc(OC(F)F)cc3)ccc2n1C,0.5,-126,19,4,14,1.4,-0.3,17,8
COc1cc(C(=O)OCn2nnc3ccccc3c2=O)cc(OC)c1OC,3.8,-3,-25,6,1,-1.8,-0.4,9,-14
C=C(C)CSc1nnc([C@@H](NC(=O)OC(C)(C)C)C(C)CC)o1 (stereo not given in full),0.0,5,-21,-1,11,-1.1,0.6,12,-6
Oc1ccc(N2CCN(Cc3ccc(OCCCN4CCCCC4)cc3)CC2)cc1,-0.4,-23,9,3,-10,0.6,x,7,-3
O=C(NCc1ccc(F)cc1)NC(=O)c1ccc(Cl)cc1,0.5,4,-11,1,0,0.0,0.8,-6,2
O=C(C1=C[C@@H](c2ccccc2)C[C@@H](OCc2ccc(CO)cc2)O1)N1CCCCCCC1,0.6,0,2,1,3,-2.7,0.6,-3,-3
Cn1c(COc2ccc3ccccc3c2)nnc1SCC(=O)OC1CCCCC1,0.4,-1,-16,0,4,-3.1,0.8,10,-16
COC(=O)CSc1nc(-c2ccc(F)cc2)cc(C(F)(F)F)n1,-2.9,-7,-10,0,3,-2.5,-0.4,7,-5
CCNC(=S)Nc1ccc(-c2nc3ccccc3[nH]2)cc1,-2.9,-2,6,13,9,-2.2,x,9,6
O=C(O)Cc1ccccc1C(=O)O,-7.4,3,2,-1,0,-4.0,-1.4,11,1
COc1cccc(NC(=O)c2ccc3c(c2)OCO3)c1,0.0,u,1,0,10,-1.8,-0.5,4,2
Clc1ccc(CSc2ccc(-c3ccccn3)nn2)cc1,-2.4,-4,-2,3,-6,-0.6,2.0,10,14
CN(c1ccccc1C(=O)NCc1ccccn1)S(C)(=O)=O,-1.7,-14,-4,3,0,-3.5,-0.3,1,2
Cc1occc1C(=O)Nc1cccnc1,2.9,1,3,2,2,-2.2,4.1,-2,0
CN1/C(=C\C(=O)COC(=O)CNC(=O)c2ccc3ccccc3c2)C(C)(C)c2ccccc21,-0.9,u,-15,5,5,-0.7,-1.7,10,-27

# Going on with the list.
SMILES,UGM FP inh,BoNT F protease,MazF activator,FBA Mtb inh,PrPC TRFRET,FadD28 binding,Mtb BioA inh,GDH-TPI inh,Rv3671c inh
CCOC(=O)c1c(C)c(C(=O)NCc2ccc3c(c2)OCO3)c(C)n1CC,-1.8,-2,1,-2,-6,-3.7,x,-2,4
O=C(NCc1ccco1)c1ccc(Cl)cc1[N+](=O)[O-],-0.3,0,7,1,-20,-4.4,-1.7,-6,x
O=C(COC(=O)Cn1cnc2ccccc2c1=O)Nc1ccccc1Sc1ccc(Cl)cc1,1.1,0,2,-1,10,-12,-1.6,2,3
Cc1ccnc(NC(=O)CNC(=O)c2ccc(Br)o2)c1,0.1,9,4,3,-5,0.4,-1.5,7,5
CCCCCCCCn1ccc(=N)cc1,4.1,x,4,2,7,-1.2,-2.0,-2,11
O=C(Nc1ccccc1)N(C1=NCCCCS1)c1cccc2ccccc12,0.6,0,-2,6,13,-0.1,-1.4,-2,7
CCOc1ccc(OCc2ccc(C(=O)Nc3cccc(C)n3)o2)cc1,-0.3,-8,-4,0,4,-1.9,0.6,6,-10
O=C(NCc1ccccc1)N1CCN(c2ccccc2)CC1,-1.4,u,1,-1,3,-1.0,-6.2,6,-6
N/C(=N\OC(=O)CCC1CCCC1)c1cccnc1,1.0,-8,12,0,2,-1.0,x,10,3
O=C1c2ccccc2C(=O)N1CCCc1cn(C[C@H]2CC[C@H](Cn3cc(CCCN4C(=O)c5ccccc5C4=O)nn3)O2)nn1,x,1,1,1,10,-0.7,-0.2,6,x
Cc1ccc(S(=O)(=O)N2CCCC(c3nnc4n3-c3ccccc3SC4)C2)cc1 (stereo not given),-0.3,-3,4,2,1,-2.3,1.3,15,-2
Cc1cc(N2CCN(c3ccccc3)CC2)nc(NCc2ccccc2)n1,-1.7,-4,55*,-2,-11,-1.3,-0.1,13,-1
COc1ccc(OC)c(C2NC(=O)NC(C)=C2C(=O)OC2CCCCC2)c1 (stereo not given),0.8,u,3,-2,-7,-3.9,-1.4,5,2
O=C(c1ccccc1-c1ccccc1)N1CCCC1,2.4,6,10,2,1,0.7,-1.3,11,8
CCN(CC)CCCn1c(C)cc2c(c1=O)C(c1ccccc1)C(C#N)=C(N)O2 (stereo not given),1.0,1,-8,-2,-2,-1.3,7.0,7,2
O=C1Nc2ccccc2S/C1=C/Nc1cccc(Cl)c1,-0.7,4,59*,1,7,-2.1,-6.4,12,-6
CC1(C)CC(=O)C2=C(C1)N(c1ccccc1)C(=O)CC2c1ccsc1 (stereo not given),-0.5,-1,10,-2,5,-2.3,0.4,4,10
CCOc1ccc(-c2nnn(CC(=O)NCc3ccc(F)cc3)n2)cc1OCC,1.3,-10,-15,0,-1,-1.7,-1.0,-7,-32
COc1ccc(C(C#N)=Cc2cccc(OC)c2OC)cc1,x,-6,0,2,7,-2.8,-1.4,23,x
NC(=O)c1ccc(C(F)(F)F)cn1,-2.4,2,-3,4,-3,1.1,-2.7,8,8
Cc1cccc(C(=O)Nc2ccccc2SCC(=O)Nc2ccc(C)c(Cl)c2)c1,1.2,0,6,-4,-2,-2.7,x,2,-1
O=C(OCC(=O)N1CCN(c2ccccc2)CC1)c1ccccc1OC(F)F,0.4,-4,1,0,4,-3.0,-0.3,-6,2
O=C(COC(=O)C1CCCCC1)NCc1ccc(Cl)cc1,-1.2,-5,5,1,-5,-1.5,0.1,2,4
C/C(N)=C(/C#N)C(=O)CSc1ccc2c(c1)OCCO2,-0.8,-8,6,-1,-3,-3.1,1.7,0,2
COC(=O)C1C(=O)C=C(Nc2ccc(F)cc2)CC1c1ccc(OC)cc1 (stereo not given),-1.1,0,1,-1,0,-5.1,75*,3,-7

# The list goes on:
SMILES,UGM FP inh,BoNT F protease,MazF activator,FBA Mtb inh,PrPC TRFRET,FadD28 binding,Mtb BioA inh,GDH-TPI inh,Rv3671c inh
O=C(CCCSc1nc2ccccc2[nH]1)N1CCN(c2ccc([N+](=O)[O-])cc2)CC1,-2.3,1,0,-9,-16,-6.5,1.2,13,-6
CN(C)CCN(Cc1cccs1)c1ccccn1,-2.6,-10,2,3,-6,-0.7,-2.4,6,1
COC(=O)C1=C(O)/C(=C/c2ccc(OCC(=O)Nc3ccc(OC)cc3)cc2)N=C1C,x,2,1,0,-4,1.3,0.2,34*,x
O=C1c2ccccc2C(=O)N1CC(O)COc1cccc2ccccc12 (stereo not given),x,3,x,1,1,-3.4,x,x,x
CCCC1CCC(c2ccc(C(N)=O)cc2)CC1 (stereo not given),3.6,-7,8,0,4,-2.8,-1.7,8,0
CC1Nc2ncnc(N3CCOCC3)c2N(Cc2ccc(Cl)cc2)C1=O (stereo not given),0.6,-2,3,2,1,-0.4,0.8,3,5
CCN(CC)CCOCCOC(=O)C(CC)(CC)c1ccccc1,0.1,-3,1,2,3,-2.9,-0.5,10,-3
CCOC(=O)/C=C(\C)Sc1cc(O)c2ccccc2c1O,x,-13,-10,-5,1,1.1,0.0,7,x
Cc1ccc2[nH]c(=O)c(CN(CCCO)C(C)c3nnnn3Cc3ccco3)cc2c1 (stereo not given),2.0,2,-1,-3,6,-3.5,-0.5,19,-1
O=C(COC(=O)c1ccccc1[N+](=O)[O-])NCCCc1ccccc1,-1.3,1,1,1,-5,-1.4,-1.9,4,-6
CC(C(=O)NCc1cccc(Cl)c1)N1C(=O)c2ccccc2C1=O (stereo not given),0.7,5,-13,-6,-4,-3.0,0.0,-4,-3
COc1cccc(/C=C/C(=O)OCC(=O)NCc2ccco2)c1OC,-0.2,-5,1,-1,-8,0.9,x,4,-3
CCOc1ccc(NC(=O)CN(C)C(=O)CSCc2c(C)noc2C)cc1OCC,-0.6,-11,0,0,0,0.1,1.2,1,7
CCCN(CCC)CC(O)COc1ccc([N+](=O)[O-])cc1 (stereo not given),5.0,u,2,3,-20,-2.1,1.1,11,3
COc1cccc(-c2nc(N3CCN(C)CC3)c3ccccc3n2)c1O,1.6,3,0,1,2,3.4,x,28,8
CC(C)OCCCn1c(=NC(=O)c2ccncc2)c(C#N)cc2c(=O)n3ccccc3nc21,38*,-3,-4,4,1,1.4,-1.9,5,-2
CC1(C(=O)NCc2ccccc2)Cc2c(-c3ccccc3)ccnc2O1 (stereo not given),x,11,x,2,16,1.0,2.2,4,x
COc1cc(CN2CCC(C(=O)N3CCN(c4ccccc4F)CC3)CC2)cc(OC)c1OC,-2.6,-3,4,-1,-5,-1.0,x,6,-3
Cn1c(=O)[nH]c(=O)c2c1nc(Sc1ncccn1)n2CCCc1ccccc1,0.8,10,5,-5,7,-3.5,1.8,-5,-3

# Compounds above containing a Cl atom (ten):
SMILES,UGM FP inh,BoNT F protease,MazF activator,FBA Mtb inh,PrPC TRFRET,FadD28 binding,Mtb BioA inh,GDH-TPI inh,Rv3671c inh
O=C(CN1C(=O)NC2(CCCCCC2)C1=O)Nc1ccc(Cl)cc1Cl,0.0,1,3,1,-8,0.0,2.7,1,-6
O=C(NCc1ccc(F)cc1)NC(=O)c1ccc(Cl)cc1,0.5,4,-11,1,0,0.0,0.8,-6,2
Clc1ccc(CSc2ccc(-c3ccccn3)nn2)cc1,-2.4,-4,-2,3,-6,-0.6,2.0,10,14
O=C(NCc1ccco1)c1ccc(Cl)cc1[N+](=O)[O-],-0.3,0,7,1,-20,-4.4,-1.7,-6,x
O=C(COC(=O)Cn1cnc2ccccc2c1=O)Nc1ccccc1Sc1ccc(Cl)cc1,1.1,0,2,-1,10,-12,-1.6,2,3
O=C1Nc2ccccc2S/C1=C/Nc1cccc(Cl)c1,-0.7,4,59*,1,7,-2.1,-6.4,12,-6
Cc1cccc(C(=O)Nc2ccccc2SCC(=O)Nc2ccc(C)c(Cl)c2)c1,1.2,0,6,-4,-2,-2.7,x,2,-1
O=C(COC(=O)C1CCCCC1)NCc1ccc(Cl)cc1,-1.2,-5,5,1,-5,-1.5,0.1,2,4
CC1Nc2ncnc(N3CCOCC3)c2N(Cc2ccc(Cl)cc2)C1=O (stereo not given),0.6,-2,3,2,1,-0.4,0.8,3,5
CC(C(=O)NCc1cccc(Cl)c1)N1C(=O)c2ccccc2C1=O (stereo not given),0.7,5,-13,-6,-4,-3.0,0.0,-4,-3
